hDAT+cocaine – human DAT dopamine uptake with cocaine, either direction | 110,000 compounds, 1.3% hits | AID 449768 | B-score at 10 µM | Q01959 | LLC-PK1 hDAT cells, [14C]-dopamine uptake with cocaine IC80; actives deviate in either direction;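 active = Z score or B-score, a plate-position-corrected score, falls beyond the plate's 99.7% confidence bounds, in either direction; inactive = both scores lie inside the 99.7% bounds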;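 note: scored against the spread of the other compound wells on the same plate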
Target sequence (Q01959 whole entry, looked up): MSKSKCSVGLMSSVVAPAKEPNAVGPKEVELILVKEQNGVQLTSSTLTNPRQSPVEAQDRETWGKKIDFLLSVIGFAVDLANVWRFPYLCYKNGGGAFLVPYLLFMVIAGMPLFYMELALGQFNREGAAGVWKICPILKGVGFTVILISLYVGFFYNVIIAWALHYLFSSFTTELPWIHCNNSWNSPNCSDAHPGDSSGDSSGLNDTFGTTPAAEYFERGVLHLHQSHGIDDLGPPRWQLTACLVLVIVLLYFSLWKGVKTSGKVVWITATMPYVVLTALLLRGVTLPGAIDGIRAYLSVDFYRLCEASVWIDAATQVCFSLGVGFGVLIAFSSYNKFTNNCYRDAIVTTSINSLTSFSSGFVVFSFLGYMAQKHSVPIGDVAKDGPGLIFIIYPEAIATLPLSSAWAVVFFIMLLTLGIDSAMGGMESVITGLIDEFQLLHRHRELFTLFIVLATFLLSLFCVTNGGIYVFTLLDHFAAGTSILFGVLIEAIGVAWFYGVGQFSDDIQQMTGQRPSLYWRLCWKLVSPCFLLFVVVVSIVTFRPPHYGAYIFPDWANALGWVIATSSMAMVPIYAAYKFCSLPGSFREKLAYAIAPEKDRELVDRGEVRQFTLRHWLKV
PostGolgi yeast – growth inhibition of a yeast mutant, post-Golgi transport screen. 98,000 compounds, 0.9% hits. inhibition, % at 10 µM. AID 739. post-Golgi transport phenotypic cell assay;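 note: yeast cells grown in 1536-well plates; yeast grown about 18 h at 30C before absorbance read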
CYP2C19 inh – human CYP2C19 inhibition. CYP2C19 Supersomes, luciferin-H EGE luminescence, 30 min. inhibition, % at 5 µM. 96,000 compounds, 21% hits. AID 778;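 active = CYP2C19 inhibition above a set limit at 5 µM in the primary screen, cut at about 50% in these data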;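 note: plate controls were negative control wells for no effect and 2.5 mM tranylcypromine positive control for full effect; values of inactives mirror those of a sister screen read the other way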
Target sequence (P33261 whole entry, looked up): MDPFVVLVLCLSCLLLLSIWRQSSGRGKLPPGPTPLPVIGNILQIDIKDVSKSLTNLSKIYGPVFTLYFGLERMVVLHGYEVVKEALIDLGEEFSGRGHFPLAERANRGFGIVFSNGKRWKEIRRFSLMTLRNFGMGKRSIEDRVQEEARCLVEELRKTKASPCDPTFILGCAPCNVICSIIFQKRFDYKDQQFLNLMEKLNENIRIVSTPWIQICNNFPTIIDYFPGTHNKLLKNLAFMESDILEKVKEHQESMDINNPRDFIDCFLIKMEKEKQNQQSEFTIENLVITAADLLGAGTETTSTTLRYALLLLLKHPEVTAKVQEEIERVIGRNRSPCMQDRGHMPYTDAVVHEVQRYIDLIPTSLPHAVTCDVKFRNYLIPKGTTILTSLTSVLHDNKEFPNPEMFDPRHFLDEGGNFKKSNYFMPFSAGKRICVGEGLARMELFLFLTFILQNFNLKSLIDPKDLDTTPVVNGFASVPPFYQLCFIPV
S1P2 antag – blocks the human S1P2 receptor | O95136 | cell-based S1P2 antagonist assay, inhibition at 5 uM | inhibition, % at 5 µM | 97,000 compounds, 0.21% hits; in the data active = inhibition above about 45%;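 note: CRE beta-lactamase reporter cells expressing human S1P2 stimulated with S1P; 0% = agonist at EC80 alone and 100% = agonist plus reference antagonist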
CYP2C19 activ – activators of human cytochrome P450 2C19; P33261; recombinant CYP2C19, luciferin-H EGE luminescence; active compounds read high; 0 = fully inhibited enzyme, 1 = untreated enzyme; activation factor at 5 µM; 96,000 tested, under 10 active; AID 1025;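 active = activation factor of at least 2 at 5 µM in the primary screen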;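 note: 0 = wells with 2.5 mM tranylcypromine and 1 = vehicle-only wells; values of inactives mirror those of a sister screen read the other way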
sEH inhibitor – soluble epoxide hydrolase (human) inhibition | P34913 | recombinant human sEH enzymatic activity assay | inhibition, % at 2 µM | 91,000 compounds, 0.34% hits; in the data active = inhibition above about 80%; note: values of inactives mirror those of a sister screen read the other way; many of its hits are not listed in these tables
S1P2 agonist – agonists of human S1P2 receptor; O95136; S1P2-expressing cell line, agonist reporter read-out; activation, % at 4.5 µM; 97,000 compounds, 0.46% hits; AID 729; in the data active = activation above about 16%;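 note: 0% = vehicle low control and 100% = maximal reference agonist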
PostGolgi ctrl – growth of the yeast control strain, post-Golgi counter-screen. efflux-deficient yeast background strain, growth absorbance A615, 16 h. inhibition, % at 10 µM. 98,000 compounds, 5% hits
sEH act – soluble epoxide hydrolase (human) activation; P34913; purified human sEH enzymatic activity, activator screen; activation, % at 2 µM; 91,000 compounds, 0.04% hits; AID 717; in the data active = activation above about 37%; note: values of inactives mirror those of a sister screen read the other way
Starred values were filed as active, the others as inactive; x = no result given. Cut-off read from the data, not from the text of the source, unless noted: active = inhibition above about 30%; inactive = the rest.

Screens in order – hDAT+cocaine | PostGolgi yeast | CYP2C19 inh | S1P2 antag | CYP2C19 activ | sEH inhibitor | S1P2 agonist | PostGolgi ctrl | sEH act
- O=c1[nH]c2ccc(S(=O)(=O)N3CCCCC3)cc2[nH]1
    0.37 | 1 | -10 | 3 | 1.1 | -4 | -6 | 3 | 2
- COC(=O)CN(c1cccc(F)c1)S(C)(=O)=O
    -1.2 | -4 | 0 | 4 | 1 | 7 | 1 | 10 | -4
- CCN(CC)c1nc(SCCOC(=O)Nc2ccccc2)nc(N(CC)CC)n1
    0.0099 | x | x | -35 | x | 0 | 2 | x | 4
- CNc1ccc(Br)cc(C(=O)/C=C/c2ccc3c(c2)OCO3)c1=O
    2.1 | -2 | 37 | 9 | 0.6 | -3 | -3 | 11 | 0
- Cn1c(C(=O)NCCN2CCN(c3ccccc3F)CC2)cc2c(=O)n(C)c3ccccc3c21
    x | 3 | 15 | x | 0.8 | x | x | 3 | x
- CCN1CCN(C(=O)C2CCC(CNS(=O)(=O)c3ccccc3)CC2)CC1 (centres undefined)
    -0.44 | 10 | -24 | 4 | 1.2 | -10 | -5 | 14 | 7
- CC(=O)NCCn1c(SCC(=O)c2ccc(Cl)cc2)nc2ccccc2c1=O
    0.21 | -12 | 30 | 17 | 0.7 | -4 | -4 | 1 | 2
- O=C(O)c1ccccc1N/N=C\c1ccnc2ccccc12
    0.18 | -10 | -10 | 9 | 1.1 | -3 | -5 | 31* | 4
- O=C(COc1ccc(Cl)cc1)Nc1ccc(Cl)cn1
    -0.85 | -5 | 68* | 6 | 0.3 | 4 | -3 | -1 | -1
- O=C(O)CCc1ccc(-c2cccs2)n1NC(=O)c1ccco1
    0.042 | -8 | 0 | -18 | 1 | 5 | -2 | 8 | -3
- O=C(Nc1ccccc1)c1ccccc1O
    2.2 | 0 | 19 | 1 | 0.8 | 11 | -7 | 12 | -11
- Cc1ccc(NC(=O)Cn2c(/C=C/c3ccccc3)nc3ccccc32)cc1C
    0.59 | 0 | 85* | -5 | 0.2 | 3 | -5 | 10 | -1
- O=C(Oc1ccccc1)c1ccc(COC(=O)c2cnccn2)cc1
    -0.41 | -9 | 45 | -6 | 0.6 | 8 | -7 | 4 | -10
- COc1ccc2c(c1)CCC(C)N2S(=O)(=O)c1ccc(C2CNC(=O)C2)cc1 (centres undefined)
    -0.2 | x | x | -3 | x | 8 | -12 | x | -5
- CCOC(=O)c1c(C)[nH]c(C(=O)Cn2c(=O)oc3ccccc32)c1C
    -1.2 | 2 | -3 | 6 | 1 | 18 | -8 | -4 | -20
- CC(C)NC1=C(Cl)C(=O)c2ccccc2C1=O
    0.88 | 8 | 90* | 8 | 0.1 | 9 | -11 | 12 | -12
- CCOC(=O)c1nnc2ccnn2c1N
    0.24 | 6 | 6 | 6 | 0.9 | -6 | -6 | 2 | 2
- CC1CCN(c2ccc(NC(=S)NC(=O)c3ccc(-c4cccc([N+](=O)[O-])c4)o3)cc2)CC1
    0.059 | -4 | 4 | -16 | 1 | -1 | -4 | 19 | -1
- Cc1[nH]n(-c2ccc([N+](=O)[O-])cc2)c(=O)c1C=NCCN1CCN(C(=O)c2ccccc2F)CC1
    -1.1 | -1 | 9 | 2 | 0.9 | 5 | -4 | 15 | -5
- Cc1ccc(CSCCNC(=O)CSCc2ccc([N+](=O)[O-])cc2)cc1
    1.1 | 2 | 58* | 4 | 0.4 | 7 | -6 | 26 | -6

Complete entries, looked up by structure. Screens in order: hDAT+cocaine	PostGolgi yeast	CYP2C19 inh	S1P2 antag	CYP2C19 activ	sEH inhibitor	S1P2 agonist	PostGolgi ctrl	sEH act
`CC1CCN(c2ccc(NC(=S)NC(=O)c3ccc(-c4cccc([N+](=O)[O-])c4)o3)cc2)CC1` as listed: 0.059	-4	4	-16	1	-1	-4	19	-1
`Cc1ccc(CSCCNC(=O)CSCc2ccc([N+](=O)[O-])cc2)cc1` as listed: 1.1	2	58*	4	0.4	7	-6	26	-6

Remaining list, next part.
Screens in order – hDAT+cocaine | PostGolgi yeast | CYP2C19 inh | S1P2 antag | CYP2C19 activ | sEH inhibitor | S1P2 agonist | PostGolgi ctrl | sEH act
- O=C(C1CCN(S(=O)(=O)N2CCOCC2)CC1)N1CCc2ccccc21
    -0.015 | 8 | 17 | 6 | 0.8 | -1 | -7 | -6 | 1
- CCn1c2ccccc2c2nnc(SCC(=O)Nc3ncccn3)nc21
    -0.11 | 6 | 3 | x | 1 | x | x | 7 | x
- CCOCCCN1CN(S(=O)(=O)c2ccc(Cl)cc2)c2nc3ccccc3nc21
    -0.00047 | -1 | 54* | 6 | 0.5 | -3 | -6 | 12 | 7
- CCCCNC(=O)c1onc(CSc2ccc(F)cc2)c1C(=O)O
    0.59 | -2 | 6 | 1 | 0.9 | 9 | -8 | 4 | -4
- CCOC(=O)C1=C(CSc2nccn2C)NC(=O)NC1c1ccc2c(c1)OCO2 (centres undefined)
    1 | 0 | 88* | 1 | 0.1 | 0 | -4 | 9 | -5
- CCN(CC)C(=O)C1CCN(S(=O)(=O)c2ccc(C3CNC(=O)C3)cc2)CC1 (centres undefined)
    0.4 | 0 | 3 | 8 | 1 | -5 | -9 | 17 | 5
- Cc1ccc(C(=O)CC2(O)C(=O)N(CCc3ccccc3)c3ccc(Br)cc32)o1 (centres undefined)
    0.0018 | 31* | 98* | 16 | 0 | -4 | -7 | 19 | 4
- CCC(=O)Nc1nonc1-c1nc2ccccc2n1Cc1cccc2ccccc12
    -0.072 | x | x | -15 | x | 4 | -3 | x | -1
- CCOC(=O)C1CCCN(C2CC(=O)N(c3cccc(C(F)(F)F)c3)C2=O)C1 (centres undefined)
    -0.029 | 2 | 1 | 5 | 1 | -3 | -6 | 8 | 1
- Nn1c(Nc2ccccc2)nc2ccccc21
    1.7 | 4 | 8 | 21 | 0.9 | 14 | -5 | 9 | -14
- Cc1ccc(C)c(NC(=O)C2CC3c4ccccc4C2c2ccccc23)c1 (centres undefined)
    -0.013 | -5 | 24 | 35 | 0.8 | -6 | -3 | -11 | 9
- CCC1(CC)C(=O)C(C)(C)C(=O)OC1c1ccccn1 (centres undefined)
    0.32 | -4 | 33 | 21 | 0.7 | 3 | -7 | 2 | 0
- Cc1ccc(Oc2ccc(N)cc2)cc1
    0.8 | -4 | 88* | 2 | 0.1 | -1 | -3 | 28 | 1
- CCN(CC)CCNc1nc(-c2ccccc2)c2c(c1C#N)CC(C)(C)OC2
    0.0088 | -5 | 11 | 8 | 0.9 | 8 | -6 | 5 | -5
- O=C(O)COc1ccc(Cl)cc1CO
    0.78 | 1 | -21 | 1 | 1.2 | 4 | -6 | 4 | -5
- CCCN1CCN(C(=O)C2CCN(S(=O)(=O)c3ccc4c(c3)oc(=O)n4C)CC2)CC1
    0.28 | -11 | -10 | 11 | 1.1 | 2 | -6 | -2 | -1
- CCCn1nnc(NC(=O)c2ccc(-c3cccc(Cl)c3)o2)n1
    0.33 | 14 | 18 | 2 | 0.8 | 4 | -6 | 27 | -5
- O=C(CN1C(=O)c2ccccc2S1(=O)=O)N1CCOCC1
    0.0089 | -1 | 6 | -19 | 0.9 | -9 | -2 | 3 | 9
- CCOC(=O)c1c(-c2ccccc2)nc2ccccn12
    -0.15 | 5 | -1 | -18 | 1 | -2 | 1 | 12 | 1
- COc1cc2c(cc1NC(=O)c1cccnc1)oc1ccccc12
    -0.67 | 8 | -39 | 3 | 1.4 | -16 | -5 | 1 | 14
- CC1CCN(S(=O)(=O)c2ccc(NC(=O)CN3CCN(C)CC3)cc2)CC1
    0.28 | 7 | -2 | 11 | 1 | 2 | -4 | 6 | -2
- CCOc1nc(Nc2ccc(OC)cc2)nc(OCC)n1
    -0.97 | -1 | 31 | -36 | 0.7 | 3 | -1 | 22 | -5
- Cc1ccc(C(=O)NNC(=O)c2cc3cc4ccccc4nc3s2)cc1
    x | -10 | -3 | 13 | 1 | 3 | -5 | 3 | -2
- O=C(O)c1cccc(S(=O)(=O)N2Cc3ccccc3C2)c1
    -0.69 | x | x | 7 | x | -5 | -8 | x | 5
- Cc1cc2c(C)nc3ccccc3c2o1
    2 | x | x | -17 | x | -9 | -4 | x | 13
- O=C(Nc1ccccc1)OCN1C(=O)c2ccccc2C1=O
    0.0053 | 2 | 21 | -18 | 0.8 | 5 | -5 | 3 | -6
- COc1ccc(CNC(=O)Cn2cnc3c(=O)n(C)c(=O)n(C)c32)cc1
    1.3 | 2 | -14 | -2 | 1.1 | 0 | -1 | 0 | 4
- Cc1cccc(N2C(=O)CC(N3CCN(C(=O)c4ccccc4)CC3)C2=O)c1 (centres undefined)
    -0.35 | -7 | -3 | -3 | 1 | 10 | -2 | -2 | -7
- Cn1c(=O)c2c(nc(CN3CCC(Cc4ccccc4)CC3)n2CCN2CCOCC2)n(C)c1=O
    0.69 | 3 | 33 | x | 0.7 | x | x | 16 | x
- O=C(CCCC(=O)Nc1cccnc1)Nc1cccnc1
    -0.23 | 3 | x | 11 | x | 3 | -3 | 5 | -4
- Cc1snc(S(=O)(=O)Cc2ccccc2Cl)c1C#N
    0.28 | 24 | 38 | -7 | 0.6 | 16 | -6 | -4 | -15
- Cc1ccc(NS(=O)(=O)c2cccc(C(=O)OCC(=O)NCc3ccco3)c2)cc1
    -0.3 | -2 | 59* | x | 0.4 | x | x | -13 | x
- O=C(N/N=C/c1ccncc1)c1cc2c(ccc3ccccc32)o1
    x | 2 | -6 | 20 | 1.1 | 9 | -3 | 12 | -8
- CCNC(=S)N1CCN(c2ccc([N+](=O)[O-])cc2)CC1
    -0.4 | -1 | 38 | 2 | 0.6 | -2 | -5 | 4 | 3
- CCN(CC)CCCn1c(=S)[nH]c2ccc(Cl)cc2c1=O
    1.3 | 11 | 14 | 3 | 0.9 | 10 | -4 | 11 | -8
- O=C1CCCC(=O)C1=Cc1c[nH]c2ccccc12
    0.75 | -2 | 8 | 14 | 0.9 | -13 | -7 | 3 | 15
- O=C(O)c1cccc(CSc2nc(-c3ccc(Cl)cc3)cc(C(F)(F)F)n2)c1
    3* | -1 | -16 | -1 | 1.2 | -4 | -4 | 6 | 7
- O=C(Nc1cccc(-c2cnc3ccccc3n2)c1)c1ccco1
    2.5 | 6 | 22 | -18 | 0.8 | 8 | 2 | 11 | -5
- Cc1nc(-c2ccccc2)cc(N2CCCC2)n1
    1.3 | 1 | 51* | 1 | 0.5 | -3 | -2 | -5 | 1
- O=C1CN(C(=O)CCN2CCOCC2)C(c2ccccc2)c2cc(Br)ccc2N1 (centres undefined)
    0.036 | 2 | 5 | 19 | 0.9 | 13 | 1 | 9 | -14
- COc1ccc(-c2cc(C(=O)N3CCCc4ccccc43)no2)cc1OC
    -0.3 | 9 | 34 | -12 | 0.7 | -7 | -4 | 21 | 8
- C=CCN1C(=O)C(Cc2cccc(C)c2)SC1=Nc1ccc(C(=O)O)cc1 (centres undefined)
    0.5 | -3 | -3 | 14 | 1 | 6 | -5 | 5 | -5
- CCN1CCCC1CNC(=O)c1cn(CC)c2ccc(S(=O)(=O)N3CCCCCC3)cc2c1=O (centres undefined)
    x | -1 | 13 | 14 | 0.9 | -3 | -6 | -1 | 0
- Cn1c(=O)c([N+](=O)[O-])c(NCc2ccccc2)c2ccccc21
    1.1 | 8 | -5 | 0 | 1 | -24 | -2 | 11 | 25
- Cc1ccc2cccc(O)c2[n+]1[O-]
    -0.023 | 13 | 2 | -12 | 1 | -5 | -8 | 4 | 4
- O=C(Nc1cc(C(F)(F)F)ccc1N1CCOCC1)c1n[nH]c(=O)c2ccccc12
    1.5 | 6 | -6 | -15 | 1.1 | -9 | -3 | 22 | 11
- O=C(COc1ccccc1)N1CCNC1=O
    -0.26 | 16 | 5 | 18 | 1 | 1 | -4 | 21 | -2
- Fc1ccc(Sc2nc(-c3ccccc3)nnc2C(F)(F)F)cc1
    -0.39 | 16 | 14 | 24 | 0.9 | 1 | 1 | 72* | 1

Assay outcomes: PubChem, several laboratories
